CRFR2-BP antag – antagonists of CRF-binding protein/CRF-R2 receptor complex. HEK293 CRF-R2/CRF-BP, CRF-induced calcium fluorescence. actives 0.59% (n = 350,000). inhibition, % at 11.8 µM;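 active means inhibition of the ligand-induced calcium signal above about 50% at the single tested concentration, limit read from the data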
M4 antag – CHRM4 antagonism in calcium assay; P08173; CHO-hM4 cells, ACh EC80, Fluo-8 calcium fluorescence; inhibition, % at 3 µM; actives 0.73% (n = 360,000); AID 624125;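 active means inhibition above its plate's cutoff, the mean inhibition of sample wells plus 3 SD, cut at about 27% in these data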;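 further: 0% = acetylcholine EC80 with DMSO and 100% = DMSO without agonist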
Target sequence (P08173 whole entry, looked up): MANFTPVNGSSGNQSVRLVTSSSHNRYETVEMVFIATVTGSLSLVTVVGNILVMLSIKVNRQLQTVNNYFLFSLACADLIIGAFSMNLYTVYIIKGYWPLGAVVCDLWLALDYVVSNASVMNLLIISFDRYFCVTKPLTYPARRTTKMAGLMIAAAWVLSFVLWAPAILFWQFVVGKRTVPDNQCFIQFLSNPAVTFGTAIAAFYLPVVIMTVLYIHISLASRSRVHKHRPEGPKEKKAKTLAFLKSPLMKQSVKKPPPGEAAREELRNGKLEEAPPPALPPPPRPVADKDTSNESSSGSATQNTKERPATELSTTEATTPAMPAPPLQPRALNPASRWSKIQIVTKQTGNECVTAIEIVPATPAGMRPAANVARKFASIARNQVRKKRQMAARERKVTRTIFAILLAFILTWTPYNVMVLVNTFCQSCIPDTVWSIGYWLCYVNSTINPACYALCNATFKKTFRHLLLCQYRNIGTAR
CHRM4 agonist – agonists of human muscarinic M4 receptor (CHRM4); CHO-K1 hM4/Gqi5, Fluo-8 calcium fluorescence; vehicle 0%, full acetylcholine response 100%; P08173; activation, % at 3 µM; actives 0.14% (n = 360,000);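 active means activation above the run mean over all test wells plus 3 SD, cut at about 32% in these data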;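 further: peak over basal fluorescence ratio per well then scaled between controls; 0% = DMSO wells and 100% = acetylcholine at EC100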
CHRM1 PAM – positive allosteric modulators of human M1 muscarinic receptor; P11229; CHO-K1 hM1, Fluo-8 calcium fluorescence, ACh EC20; 0% = ACh EC20, 100% = maximal ACh; activation, % at 3 µM; actives 0.088% (n = 360,000); in the data active means activation above about 19%, passing the limit was not always enough
M4 PAM – CHRM4 positive allosteric modulation | P08173 | CHO-K1 hM4/Gqi5, Fluo-8 calcium fluorescence, ACh EC20; 0% = ACh EC20, 100% = maximal ACh | activation, % at 3 µM | actives 0.4% (n = 360,000);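 active means activation above its plate's cutoff, the mean activation of sample wells plus 3 SD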; further: some results filed as inactive read as strong as hits
CRFR2-BP ag – agonists of human CRF-binding protein/CRF-R2 receptor complex; HEK293 CRF-R2/CRF-BP, calcium dye fluorescence (FLIPR); percent of saturating CRF peptide response; activation, % at 13.2 µM; actives 0.46% (n = 350,000); AID 588473;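 active means activation of at least 50%, plus an integration ratio under a set limit after plate pattern correction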;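 further: plate controls were neutral control wells without compound for no effect and CRF at EC100 for full effect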
CHRM5 agonist – CHRM5 agonism in calcium assay; P08912; CHO-K1 hM5 cells, Fluo-8 calcium fluorescence; 0% DMSO wells, 100% maximal acetylcholine response; activation, % at 3 µM; actives 0.19% (n = 360,000); AID 624037;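 active means activation above the run's mean over test compounds plus 3 SD, cut at about 23% in these data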;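 further: signal is peak over basal fluorescence ratio across the kinetic read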
Target sequence (P08912 whole entry, looked up): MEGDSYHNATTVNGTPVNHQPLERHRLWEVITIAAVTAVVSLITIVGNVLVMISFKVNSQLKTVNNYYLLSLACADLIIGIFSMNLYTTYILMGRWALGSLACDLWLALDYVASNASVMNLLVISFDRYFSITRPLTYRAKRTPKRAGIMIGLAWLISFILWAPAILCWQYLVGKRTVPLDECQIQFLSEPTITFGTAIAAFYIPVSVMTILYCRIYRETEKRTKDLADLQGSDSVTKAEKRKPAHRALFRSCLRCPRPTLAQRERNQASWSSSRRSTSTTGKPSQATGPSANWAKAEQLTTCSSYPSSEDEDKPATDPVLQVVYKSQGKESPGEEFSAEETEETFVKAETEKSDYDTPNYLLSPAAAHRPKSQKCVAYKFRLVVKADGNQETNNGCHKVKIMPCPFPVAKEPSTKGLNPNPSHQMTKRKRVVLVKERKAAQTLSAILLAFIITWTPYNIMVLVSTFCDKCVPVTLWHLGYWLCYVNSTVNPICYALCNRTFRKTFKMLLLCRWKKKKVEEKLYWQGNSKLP
CHRM5 antagonist – CHRM5 antagonism in calcium assay | inhibition, % at 3 µM | actives 0.59% (n = 360,000) | CHO-hM5 cells, Fluo-8 calcium fluorescence, ACh EC80 | P08912;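 active means inhibition above a per-plate cutoff, the mean of that plate's test compounds plus 3 SD, cut at about 27% in these data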;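 further: 0% = acetylcholine EC80 with DMSO and 100% = DMSO without agonist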
M5 PAM – potentiates acetylcholine response at human M5 receptor; P08912; actives 0.3% (n = 360,000); activation, % at 3 µM; AID 624038; CHO-K1 hM5, Fluo-8 calcium, ACh EC20 PAM; 0% = ACh EC20, 100% = ACh EC100;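 active means activation above the run cutoff, the mean activation of all test compounds plus 3 SD, cut at about 18% in these data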
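system = human M5 receptor in CHO-K1 cells | reagent = EC20 acetylcholine as agonist stimulus | compound dosing = single-point, 3 µM nominal | incubation = Fluo-8 loading 80 min at 37 °C plus 30 min room temperature | detection = Fluo-8 calcium dye fluorescence, kinetic read | benchmarks = low control EC20 acetylcholine (0%), high control EC100 acetylcholine (100%)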
An asterisk follows results filed as active.

What do the screens show for `O=C(c1ccc(F)cc1)C1CCN(C(=O)c2ccc(Cl)cc2)CC1`?
CRFR2-BP antag: -2; M4 antag: -5; CHRM4 agonist: 4; CHRM1 PAM: 0; M4 PAM: -4; CRFR2-BP ag: -0.5; CHRM5 agonist: 4; CHRM5 antagonist: -10; M5 PAM: 3

Results for C[C@@H]1NC(=O)/C(=C\c2ccccc2Cl)NC1=O ?
CRFR2-BP antag: -2; M4 antag: 2; CHRM4 agonist: 0; CHRM1 PAM: 13; M4 PAM: -2; CRFR2-BP ag: -1.2; CHRM5 agonist: 0; CHRM5 antagonist: -2; M5 PAM: 2

What do the screens show for `CCOC(=O)c1cccc(NC(=O)CCc2ccccc2)c1`?
CRFR2-BP antag: 2; M4 antag: -4; CHRM4 agonist: 6; CHRM1 PAM: 9; M4 PAM: -1; CRFR2-BP ag: -2.9; CHRM5 agonist: -7; CHRM5 antagonist: 1; M5 PAM: 1

How did Clc1ccccc1OCCCCN1CCCC1 do in these assays?
CRFR2-BP antag: -11; M4 antag: -3; CHRM4 agonist: 1; CHRM1 PAM: -8; M4 PAM: -2; CRFR2-BP ag: 0.9; CHRM5 agonist: -6; CHRM5 antagonist: 0; M5 PAM: 3

How did O=C(O)c1ccc(NC2=C/C(=N/S(=O)(=O)c3cccs3)c3ccccc3C2=O)cc1 do in these assays?
CRFR2-BP antag: -7; M4 antag: -1; CHRM4 agonist: 4; CHRM1 PAM: 2; M4 PAM: 3; CRFR2-BP ag: -3.2; CHRM5 agonist: 1; CHRM5 antagonist: 4; M5 PAM: 2

What do the screens show for `Cc1ccc2c(c1)c1ncnc(N3CCN(c4ccccc4)CC3)c1n2C`?
CRFR2-BP antag: -8; M4 antag: 4; CHRM4 agonist: 2; CHRM1 PAM: 2; M4 PAM: 9; CRFR2-BP ag: -0.6; CHRM5 agonist: -7; CHRM5 antagonist: 1; M5 PAM: -3

Results for COC(=O)c1ccc(Oc2cc(C)nc(Cl)n2)cc1 ?
CRFR2-BP antag: 14; M4 antag: -8; CHRM4 agonist: 1; CHRM1 PAM: 4; M4 PAM: 5; CRFR2-BP ag: -0.7; CHRM5 agonist: 1; CHRM5 antagonist: -6; M5 PAM: 4

Results for O=C(CN(Cc1cccs1)C(=O)CSc1nnc(COc2ccccc2)o1)NC1CCCCC1 ?
CRFR2-BP antag: -5; M4 antag: -1; CHRM4 agonist: 1; CHRM1 PAM: 1; M4 PAM: 4; CRFR2-BP ag: 1.4; CHRM5 agonist: 0; CHRM5 antagonist: -4; M5 PAM: 10

What do the screens show for `CCn1c(SCc2nnc(-c3ccccc3)o2)nnc1-c1ccc(S(=O)(=O)N2CCCC2)cc1`?
CRFR2-BP antag: -18; M4 antag: 14; CHRM4 agonist: 2; CHRM1 PAM: -4; M4 PAM: -9; CRFR2-BP ag: 0.4; CHRM5 agonist: -2; CHRM5 antagonist: 2; M5 PAM: -5

Results for Cc1cccc(N2CC(C(=O)Nc3nnc(SCc4ccccn4)s3)CC2=O)c1 (stereo not given) ?
CRFR2-BP antag: -16; M4 antag: -8; CHRM4 agonist: 6; CHRM1 PAM: -1; M4 PAM: 0; CRFR2-BP ag: 1.2; CHRM5 agonist: 1; CHRM5 antagonist: 3; M5 PAM: -5

Results for CCOC(=O)CC1=CC(=O)Nc2ccccc2N1 ?
CRFR2-BP antag: -7; M4 antag: 0; CHRM4 agonist: 1; CHRM1 PAM: 9; M4 PAM: 10; CRFR2-BP ag: 0.6; CHRM5 agonist: -7; CHRM5 antagonist: -2; M5 PAM: 1

How did Cc1c(N2C(=O)C(C)SC23C(=O)Nc2ccccc23)c(=O)n(-c2ccccc2)n1C (stereo not given) do in these assays?
CRFR2-BP antag: 8; M4 antag: 2; CHRM4 agonist: 0; CHRM1 PAM: 4; M4 PAM: 1; CRFR2-BP ag: -0.7; CHRM5 agonist: -3; CHRM5 antagonist: 7; M5 PAM: -6

What do the screens show for `O=C(/C=C/c1ccc(OC(F)F)cc1)Nc1cccc(S(=O)(=O)N2CCOCC2)c1`?
CRFR2-BP antag: 4; M4 antag: 7; CHRM4 agonist: 22; CHRM1 PAM: -12; M4 PAM: -11; CRFR2-BP ag: 1.3; CHRM5 agonist: 5; CHRM5 antagonist: 1; M5 PAM: -13

What do the screens show for `CN(CCO)c1ccc(/C=N/Nc2nncc3ccccc23)cc1`?
CRFR2-BP antag: 14; M4 antag: -2; CHRM4 agonist: 1; CHRM1 PAM: 8; M4 PAM: 2; CRFR2-BP ag: -1.0; CHRM5 agonist: 1; CHRM5 antagonist: 3; M5 PAM: -1

Results for COc1cc(/C=N/NC(N)=S)ccc1OCC(=O)Nc1ccc(C)cc1 ?
CRFR2-BP antag: -7; M4 antag: 0; CHRM4 agonist: 9; CHRM1 PAM: -6; M4 PAM: -5; CRFR2-BP ag: 0.6; CHRM5 agonist: -1; CHRM5 antagonist: 11; M5 PAM: -9

What do the screens show for `CC(Sc1cccc2cccc(C(=O)O)c12)C(=O)O` (stereo not given)?
CRFR2-BP antag: -6; M4 antag: -5; CHRM4 agonist: 0; CHRM1 PAM: 15; M4 PAM: 2; CRFR2-BP ag: 0.1; CHRM5 agonist: 0; CHRM5 antagonist: -3; M5 PAM: -3

Results for Cc1ccc(S(=O)(=O)N2CCOCC2)cc1NC(=O)CSc1n[nH]c(N)n1 ?
CRFR2-BP antag: -2; M4 antag: -2; CHRM4 agonist: 1; CHRM1 PAM: 1; M4 PAM: 0; CRFR2-BP ag: -2.2; CHRM5 agonist: 0; CHRM5 antagonist: -11; M5 PAM: -12

Results for O=C1CC(c2ccccc2)n2nc(NC(=O)c3ccccn3)nc2N1 (stereo not given) ?
CRFR2-BP antag: -7; M4 antag: 5; CHRM4 agonist: 1; CHRM1 PAM: 5; M4 PAM: 3; CRFR2-BP ag: -2.2; CHRM5 agonist: 1; CHRM5 antagonist: -3; M5 PAM: 1

Results for COc1cc2c(cc1OC)C(c1ccccc1)N(S(C)(=O)=O)CC2 (stereo not given) ?
CRFR2-BP antag: 28; M4 antag: -4; CHRM4 agonist: 1; CHRM1 PAM: -3; M4 PAM: -1; CRFR2-BP ag: -2.6; CHRM5 agonist: 0; CHRM5 antagonist: 3; M5 PAM: 5

What do the screens show for `CCCn1nc(NC(=O)CC(C)C)c2cc3cccc(C)c3nc21`?
CRFR2-BP antag: -12; M4 antag: -17; CHRM4 agonist: 1; CHRM1 PAM: 9; M4 PAM: 5; CRFR2-BP ag: -0.1; CHRM5 agonist: -2; CHRM5 antagonist: 2; M5 PAM: 6

Results for Cc1ccccc1NC(=S)NNC(=O)c1cccnc1 ?
CRFR2-BP antag: 5; M4 antag: 3; CHRM4 agonist: 0; CHRM1 PAM: 12; M4 PAM: 15; CRFR2-BP ag: -1.4; CHRM5 agonist: -4; CHRM5 antagonist: 10; M5 PAM: -8

How did CC(=O)NCc1ccc(C(=O)O)cc1 do in these assays?
CRFR2-BP antag: 86*; M4 antag: 2; CHRM4 agonist: 0; CHRM1 PAM: 6; M4 PAM: 7; CRFR2-BP ag: -0.1; CHRM5 agonist: 2; CHRM5 antagonist: -1; M5 PAM: 1

How did CN(CC(CC(=O)O)c1ccccc1)S(=O)(=O)c1ccc(Br)cc1 (stereo not given) do in these assays?
CRFR2-BP antag: 7; M4 antag: 1; CHRM4 agonist: 1; CHRM1 PAM: 0; M4 PAM: -1; CRFR2-BP ag: -0.6; CHRM5 agonist: 2; CHRM5 antagonist: 0; M5 PAM: -6

How did C[C@H]1C(=O)N(c2ccccc2)[C@@H]1c1ccccc1 do in these assays?
CRFR2-BP antag: 11; M4 antag: -10; CHRM4 agonist: -2; CHRM1 PAM: 10; M4 PAM: 6; CRFR2-BP ag: -6.8; CHRM5 agonist: -1; CHRM5 antagonist: -1; M5 PAM: -1

Results for O=[N+]([O-])c1ccc(S(=O)(=O)N2CCN(C3CCN(Cc4ccccc4)CC3)CC2)cc1 ?
CRFR2-BP antag: 5; M4 antag: 22; CHRM4 agonist: 0; CHRM1 PAM: -20; M4 PAM: -21; CRFR2-BP ag: -0.6; CHRM5 agonist: -8; CHRM5 antagonist: 6; M5 PAM: -5

How did Cc1cccc(NC(=O)CCCN2C(=O)c3cccc4cccc(c34)C2=O)c1 do in these assays?
CRFR2-BP antag: 10; M4 antag: 9; CHRM4 agonist: 1; CHRM1 PAM: 7; M4 PAM: 16; CRFR2-BP ag: 0.0; CHRM5 agonist: 0; CHRM5 antagonist: -1; M5 PAM: -6

What do the screens show for `N#CCC(=O)N/N=C/c1cn(Cc2ccc(Cl)cc2Cl)c2ccccc12`?
CRFR2-BP antag: -3; M4 antag: 4; CHRM4 agonist: 2; CHRM1 PAM: 7; M4 PAM: -7; CRFR2-BP ag: -0.1; CHRM5 agonist: 0; CHRM5 antagonist: 5; M5 PAM: 7

What do the screens show for `Cc1ccc2cccc(Oc3ccc([N+](=O)[O-])cc3[N+](=O)[O-])c2n1`?
CRFR2-BP antag: -15; M4 antag: 4; CHRM4 agonist: 0; CHRM1 PAM: 4; M4 PAM: 11; CRFR2-BP ag: -0.3; CHRM5 agonist: -1; CHRM5 antagonist: 3; M5 PAM: -2

Results for O=C(COC(=O)c1ccc([N+](=O)[O-])cc1)NC1CCCC1 ?
CRFR2-BP antag: 10; M4 antag: 0; CHRM4 agonist: 0; CHRM1 PAM: 3; M4 PAM: -2; CRFR2-BP ag: -0.4; CHRM5 agonist: -2; CHRM5 antagonist: 2; M5 PAM: -4

What do the screens show for `CC(C)[C@@H]1N[C@]2(C(=O)Nc3ccccc32)[C@@H]2C(=O)N(c3cccc(C(F)(F)F)c3)C(=O)[C@@H]21`?
CRFR2-BP antag: -33; M4 antag: 8; CHRM4 agonist: 0; CHRM1 PAM: -2; M4 PAM: -1; CRFR2-BP ag: -0.9; CHRM5 agonist: -3; CHRM5 antagonist: 6; M5 PAM: -1

How did COc1ccc(C(=O)OCC(=O)Nc2cccc(S(=O)(=O)N3CCCCCC3)c2)cc1[N+](=O)[O-] do in these assays?
CRFR2-BP antag: -8; M4 antag: 21; CHRM4 agonist: 22; CHRM1 PAM: -20; M4 PAM: -13; CRFR2-BP ag: 3.2; CHRM5 agonist: 6; CHRM5 antagonist: 21; M5 PAM: -36

How did COc1ccc([C@H]2CC(=O)C=C(c3cc(OC)ccc3OC)C2)cc1 do in these assays?
CRFR2-BP antag: 7; M4 antag: 8; CHRM4 agonist: 0; CHRM1 PAM: -1; M4 PAM: -2; CRFR2-BP ag: -0.7; CHRM5 agonist: 0; CHRM5 antagonist: 8; M5 PAM: -7

How did Cc1cc(/C=C2\NC(=O)NC2=O)c(C)n1-c1cccnc1 do in these assays?
CRFR2-BP antag: 12; M4 antag: -8; CHRM4 agonist: 0; CHRM1 PAM: 12; M4 PAM: 5; CRFR2-BP ag: 0.4; CHRM5 agonist: -1; CHRM5 antagonist: -5; M5 PAM: 2

Fetched one by one from above (2):
What do the screens show for `CC(C)[C@@H]1N[C@]2(C(=O)Nc3ccccc32)[C@@H]2C(=O)N(c3cccc(C(F)(F)F)c3)C(=O)[C@@H]21`?
CRFR2-BP antag: -33; M4 antag: 8; CHRM4 agonist: 0; CHRM1 PAM: -2; M4 PAM: -1; CRFR2-BP ag: -0.9; CHRM5 agonist: -3; CHRM5 antagonist: 6; M5 PAM: -1

How did Cc1cccc(NC(=O)CCCN2C(=O)c3cccc4cccc(c34)C2=O)c1 do in these assays?
CRFR2-BP antag: 10; M4 antag: 9; CHRM4 agonist: 1; CHRM1 PAM: 7; M4 PAM: 16; CRFR2-BP ag: 0.0; CHRM5 agonist: 0; CHRM5 antagonist: -1; M5 PAM: -6

Source: PubChem BioAssay (several laboratories)

Compounds were not picked by outcome; 2.6% or so of the library scored in one or more.
